Compound activity as filed in PubChem.
UDG counter: UDG inhibition counter-screen; 91,000 tested, 0.14% active; Potency, µM (doses to about 115 µM), inactives show at the highest dose activity change, negative = inhibition, most hits filed as inhibitors; FRET deamination/UDG coupled assay, UDG read, 4 h; further: nearly all actives have a fitted effect of over 65% in size
AID inh: activation induced cytidine deaminase inhibition. AID deamination FRET fluorescence, UDG-coupled, 4 h. 91,000 tested, 0.32% active. Potency, µM (titrated, usually from 115 µM), for inactives: at the highest dose activity change, negative = inhibition, actives largely listed as inhibitors; further: nearly all actives have a fitted effect of over 25% in size
Target sequence (Q9GZX7 whole entry, looked up): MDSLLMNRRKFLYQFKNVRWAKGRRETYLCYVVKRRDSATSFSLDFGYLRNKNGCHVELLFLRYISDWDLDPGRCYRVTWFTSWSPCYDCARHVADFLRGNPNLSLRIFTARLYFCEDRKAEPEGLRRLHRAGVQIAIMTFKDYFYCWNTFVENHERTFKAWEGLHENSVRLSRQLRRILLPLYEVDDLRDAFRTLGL
* marks the source's active call; other numbers are inactive results; ? = inconclusive; & = joins results of further samples; [ ] = remark or other dose. The call rests on the fitted dose curve; in most records, active means well fitted curve in the direction sought with a large enough effect; inconclusive means small, poorly fitted or top-dose-only effect, or another doubt; inactive means no such curve, though single readings can be large; an effect the other way counts as inactive or inconclusive. On the % scale 0 is the no-effect control and ±100 the full control effect; potency means the concentration at half of the fitted maximal effect. This is a subset; the hit share may differ from the screen's.

compound | UDG counter | AID inh
CCc1ccccc1NC(=O)CSc1nnc(CC)c(CC)n1 | -5% | 6%
N#Cc1cnc(Nc2nc3ccccc3o2)nc1-c1ccc(Cl)cc1 | -1% | 3%
CCN(C(=O)c1cc2cc3ccc(OC)cc3nc2o1)c1cccc(C)c1 | ? | ?
CCCn1nc(C(=O)Nc2cc(S(=O)(=O)N(C)C)ccc2OC)c2ccccc2c1=O | -7% | 1%
CNC(=O)c1ccc(Nc2nnc(-c3ccc(C)c(S(=O)(=O)N(C)C)c3)c3ccccc23)cc1 | 35%[activator] | 10%
O=C1NC2(CCCC2)NN1c1ccccc1 | 5% | 0%
Cc1ccc(CN(C(=O)c2ccccc2[N+](=O)[O-])c2ccccn2)cc1 | ? | -12%
CC(=O)c1ccc(NC(=O)c2cc3ncccn3n2)cc1 | 0% | -5%
O=C(NCc1ccccn1)c1ccc2ccccc2c1 | 1% | -12%
O=C(CC1C=CCC1)NCc1ccco1 (configuration not stated) | -9% | 7%

(next part)
compound | UDG counter | AID inh
c1cc(OCc2nc(-c3ccsc3)no2)cc(-n2cnnn2)c1 | -9% | -10%
CCOC(=O)c1cnc2c(OC)cccc2c1Nc1ccccc1 | -8% | -12%
COc1ccc(-c2onc(C)c2C)cc1S(=O)(=O)NCCc1ccccc1 | -3% | -15%
CC(C)CC(=O)N1CCC(NC(=O)Cc2c[nH]c3ccccc23)CC1 | 2% | ?
Cc1cc(C(C#N)c2ccc(Cl)cc2)c(Cl)cc1NC(=O)CC(C)(C)C (configuration not stated) | -7% | -5%
CCOC(=O)c1sc(N)c(C#N)c1CSc1ccc(C)cc1C | -4% | 12%
O=C(NS(=O)(=O)Cc1ccccc1)c1cccc(F)c1 | -5% | -5%
O=C(NCCCN1CCN(c2ccccc2)CC1)c1ccc2nc(CCc3ccccc3)oc2c1 | -1% | 1%
COc1ccc(NS(=O)(=O)c2ccc(-c3cnc(C4CC4)o3)cc2)cc1OC | 3% | 10%
CC(=O)c1ccc(S(=O)(=O)N2CCn3cccc3C2c2ccc(F)c(F)c2)cc1 (configuration not stated) | -25%[57.5 µM] | -18%

New compounds follow.
compound | UDG counter | AID inh
O=C(CN1C(=O)NC(Cc2c[nH]c3ccccc23)C1=O)Nc1cccc(F)c1 (configuration not stated) | 3% | 6%
COc1ccccc1N1CCN(C(=O)Cn2ncc3c(=O)oc4ccc(C)cc4c32)CC1 | 10% | ?
CSc1cccc(NC(=O)C(C)Br)c1 (configuration not stated) | 5% | 2%
COc1cccc(NC(=O)c2cc(=O)c3cc(C)ccc3o2)c1 | -7% | 5%
CCN(Cc1cccc(NC(=O)c2ccc(C3SCCCS3)cc2)c1)C(=O)C(F)(F)F | 0% | -3%
Cc1ccc(-c2csc(-c3ccccc3N)n2)cc1 | -2% | 8%
COc1ccc(CCNC(=O)CSc2nc(-c3ccc4c(c3)OCO4)ccc2C#N)cc1OC | -2% | 9%
Cc1ccc(N2C(=O)CSC23C(=O)N(CC(=O)Nc2ccc(C(C)C)cc2)c2ccccc23)cc1C (configuration not stated) | -16% | ?
CC(CNC(=O)c1cc(=O)c2ccccc2o1)N1CCOCC1 (configuration not stated) | -9% | -3%
O=C(CSc1nc2ccsc2c(=O)n1Cc1ccccc1Cl)NCc1ccc(F)cc1 | -10% | 24%

The results go on.
compound | UDG counter | AID inh
CSc1cccc(NC(=O)Cn2nnc(C(=O)NCCc3ccccc3)c2N)c1 | 6% | -3%
O=C(OCc1cc(=O)n2nc(-c3cccs3)sc2n1)c1ccccc1Cl | -30% | 37%[activator]
N#Cc1ccc(NC(=O)N2CCN(c3ncccc3Cl)CC2)cc1 | -10% | 0%
Cc1cc(-c2ccc(S(=O)(=O)Nc3cccc(C)c3C)s2)on1 | -12% | -3%
CCCS(=O)(=O)NCCc1csc2nc(-c3ccc(C)cc3)nn12 | 0%[57.5 µM] | -9%
Nc1c(C(=O)Nc2cccc(F)c2)c2ccccn2c1C(=O)c1ccccc1 | -12% | -5%
COc1cccc(N2CCN(c3ncnc4c3c(-c3ccccc3)cn4-c3cccc(C(F)(F)F)c3)CC2)c1 | -11%[57.5 µM] | ?
CCNC(=O)CSc1cc(C)c2cc(C)cc(C)c2n1 | 0% | -10%
Cc1ccccc1NC(=O)c1ccc2nc(Cc3ccccc3)oc2c1 | 6% | -7%
CCc1nnc(SCc2ccc(F)cc2Cl)c2cc3sccc3n12 | -1% | 0%

(more compounds)
compound | UDG counter | AID inh
CC(=O)NC(C)c1ccc(C(=O)CSc2nnc(C3CC3)n2Cc2ccccc2)cc1 (configuration not stated) | 5% | -10%
CC(C(=O)O)c1ccc(CC2CCCC2=O)cc1 (configuration not stated) | 6% | 8%
O=C(COc1ccc(Cl)cc1)Nc1sc2c(c1C(=O)Nc1cccc(Cl)c1)CCCC2 | -3% | 3%
CC1(C)CC(=O)C2=C(C1)NC(=O)CC2c1ccsc1 (configuration not stated) | -3% | 10%
COc1ccc(NCc2cc3ccc(OC)cc3n(CC(=O)Nc3ccc(C)c(C)c3)c2=O)cc1 | 5% | 40%[activator]
CCC1CCc2c(sc(NC(=O)COCC(=O)O)c2C(=O)NCc2ccccc2)C1 (configuration not stated) | 1% | -14%
O=C(c1cccn1-c1nnc(N2CCCCC2)s1)N1CCN(c2ccc(Cl)cc2)CC1 | 47%[activator] | ?
CCN(CC)CCCNC(=O)c1cc(-c2ccc(OC)c(OC)c2)on1 | 0% | -12%
Cc1cc2oc(C(=O)Nc3ccc(S(=O)(=O)Nc4ncccn4)cc3)cc(=O)c2cc1C | -12% | 3%
FC(F)(F)c1ccc(C2=Nc3ccccc3NC(c3cccs3)=N2)cc1 | -9% | 7%

Additional results
compound | UDG counter | AID inh
CC(C)[N+](C)(C)CC#CC(O)(c1ccccc1)c1ccccc1 | -1% | 0%
CCCOC(=O)C1=C(C)NC2=C(C(=O)CCC2)C1c1cccc(O)c1 (configuration not stated) | -1% | 1%
O=C(Cn1cc(C(=O)c2ccco2)c2ccccc21)Nc1ccccc1C(F)(F)F | 7% | -26%
S=C(NCc1ccccc1)Nc1ccccc1Br | 4% | -3%
CCOC(=O)c1c(C)[nH]c(C(=O)Cn2nnc(-c3ccc(Cl)cc3)n2)c1C | -1% | 1%
COc1ccc(-c2c3c(=O)n(C)c(=O)n(C)c3c3n2-c2ccccc2NC3c2ccc(OC)cc2)cc1 (configuration not stated) | ? | ?
Cc1ccc(OCC(=O)Nc2nc(-c3ccc(Br)cc3)ns2)cc1C | -10%[57.5 µM] | 12%
CCCCOC(=O)c1ccc(NC2=NS(=O)(=O)c3ccccc32)cc1 | -4% | -1%
O=C(Cc1n[nH]c(=O)c2ccccc12)Nc1nc2c(s1)CCCC2 | 3% | -10%
CCSc1ncc(Cl)c(C(=O)Nc2nc3ccc(OC)cc3s2)n1 | 11%&6% | -1%&3%

The listing continues:
compound | UDG counter | AID inh
COc1cccc(NC(=O)CSc2cc(=O)n(C)c3ccc(Cl)cc23)c1 | -5% | -2%
CCN1C(C(=O)c2ccccc2)=C(NC(=O)c2ccc(Cl)cc2)c2ccccc2S1(=O)=O | -7% | 3%
CCOc1ccc(C(=O)Nc2ccc3oc(=O)ccc3c2)cc1OC | 4% | 37%[activator]
O=C(NC(Cc1cccc(F)c1)c1cccc(F)c1)C1CCOCC1 (configuration not stated) | -2% | 4%
CN(C(=O)CSc1nc(-c2cccs2)cc(C(F)(F)F)n1)C1CCCCC1 | 2% | 2%
CCOC(=O)c1cc(-c2ccc(C)cc2)n(CCC(=O)Nc2cc(Cl)ccc2C)c1C | 3% | 3%
CC(C)CCNC(=O)Cc1cccs1 | -4% | 4%
COC(=O)c1cc2sccc2n1Cc1ccc(F)cc1Cl | -6% | -20%
CCCc1c(C(=O)OCC)nnc2c(-c3ccc(F)cc3)c(C)nn12 | 7% | 4%
CCCNC(=O)Cn1c(=O)cc(C)c2c(C)nn(-c3cccc(F)c3)c21 | 5% | 32%[activator]

Additional compounds.
compound | UDG counter | AID inh
C/C(=N/Nc1ccc(S(N)(=O)=O)cc1[N+](=O)[O-])c1cc(Cl)ccc1Cl | 0% | -14%
CC(=O)Nc1ccc(S(=O)(=O)NCC2CCC(C(=O)NCCc3ccc(C)cc3)CC2)cc1 (configuration not stated) | -11%[57.5 µM] | -9%
C=CCNC(=O)N1CCN(Cc2ccc(Cl)cc2)CC1 | 6% | 1%
CCc1ccc(-c2cc(C(=O)NCC3CCCO3)c3cc(C)ccc3n2)cc1 (configuration not stated) | -7% | -21%
Cc1nnc2ccc(SCC(=O)Nc3ccc(F)c(Cl)c3)nn12 | -3% | -1%
O=C(c1ccc(C(F)(F)F)nc1)N1CCCC1c1ccncc1 (configuration not stated) | -7% | -8%
COC(=O)CN1CCCC1Cc1cccc(OC)c1 (configuration not stated) | 5% | 5%
CCC1CN(C(=O)Nc2ccccc2F)c2cc(C)ccc2O1 (configuration not stated) | 4%[57.5 µM] | -16%
COc1cc(O)c2c(c1)/C=C/CCC/C(=N\O)CCC[C@H](C)OC2=O | 8% | 1%
CCCCN(CC)C(=O)CSc1nc2c(sc3ccccc32)c(=O)n1CCc1ccccc1 | -3% | 27%

Additional results follow.
compound | UDG counter | AID inh
CN(C)Cc1ccc(CNC(=O)CNC(=O)Nc2ccccc2)cc1 | 4% | 1%
COc1ccc(SC(C)C(=O)NC(C)(C)C)cc1 (configuration not stated) | -9% | -2%
COc1cccc(NC(=O)C2(C#N)CCCC2)c1 | -5% | -3%
CCC(=O)N1CCc2cc(CNC(=O)c3ccc(F)cc3)ccc21 | -6% | 6%
CC(C)(C)C(=O)NCc1ccc(-c2nc3ccccc3s2)cc1 | -8% | -9%
Cc1cc(C(c2ccccc2F)N2CCCCC2)c(NC(=O)c2ccco2)s1 (configuration not stated) | -13% | -18%
Cc1cccc(Oc2c(C(F)(F)F)oc3cc(OCC(=O)OCCC(C)C)ccc3c2=O)c1 | -3% | 3%
CN(C(=O)Cc1c[nH]c2ccccc12)c1nc2ccccc2s1 | 5% | 14%
CSc1ccc2c(c1)C(N1CCN(C)CC1)Cc1ccccc1S2 (configuration not stated) | -15% | ?
O=C(CCc1c[nH]c2ccccc12)Nc1nnc(C2CC2)s1 | -12% | -9%

Whole records, looked up by structure. Order of screens: UDG counter | AID inh
Shown for Cc1cccc(Oc2c(C(F)(F)F)oc3cc(OCC(=O)OCCC(C)C)ccc3c2=O)c1 : -3% | 3%
Shown for CCC(=O)N1CCc2cc(CNC(=O)c3ccc(F)cc3)ccc21 : -6% | 6%
Shown for COc1ccc(SC(C)C(=O)NC(C)(C)C)cc1 (configuration not stated) : -9% | -2%
Shown for COc1cccc(NC(=O)C2(C#N)CCCC2)c1 : -5% | -3%
Shown for CC(C)(C)C(=O)NCc1ccc(-c2nc3ccccc3s2)cc1 : -8% | -9%

Next part:
compound | UDG counter | AID inh
N#Cc1c(-n2ncnc2-c2cccc(Cl)c2)sc2c1CCCCC2 | -11%[57.5 µM] | 15%[57.5 µM]
N#Cc1ccc(OCc2cc(Cl)c3c(c2)OCCO3)cc1 | 0% | 9%
CCc1ccccc1NC(=O)c1ccc2c(c1)c(C)c(C)n2Cc1ccccc1 | -28% | 6%
NC(=O)c1nc(Nc2ccccc2)sc1NC(=O)CC1CCCC1 | 3% | 9%
COc1ccccc1Nc1sc(C(=O)c2ccc(C)cc2C)c(N)c1S(=O)(=O)c1ccccc1 | -2% | -18%
Cc1ccccc1OCC(=O)N1CCC(NC(=O)c2ccccc2)CC1 | -4% | 4%
COc1cc(Cl)c(C)cc1NC(=O)c1cc2c(=O)oc3ccccc3c2s1 | -5% | 9%
Cc1c(NC(=O)c2cc(-c3cccc(O)c3)on2)c(=O)n(-c2ccccc2)n1C | ? | -6%
CCCCn1cc(S(=O)(=O)c2cc(C)ccc2C)c(=O)c2cc(F)c(N3CCC(C)CC3)cc21 | -1% | 9%
CCCCc1ccc(C#Cc2ccc(OCC)cc2)cc1 | -1% | -3%

Continued:
compound | UDG counter | AID inh
CCCCN1C(=O)CN(C2CCCCCC2)C(=O)C1c1ccc(OCC)c(OC)c1 (configuration not stated) | -1%[57.5 µM] | 1%
CSc1ccccc1C(=O)Nc1c(C)cc(C)cc1C | 3% | -1%
CCCNC(=O)NC(=O)CSc1nc2ccccc2c(=O)n1C(C)CC (configuration not stated) | -7% | -7%
Cc1ccc2cc(C(=O)NCc3ccc(N4CCC(C)CC4)nc3)c(C)nc2c1 | -3% | 3%
O=C(C1CC1)N(Cc1ccc2c(c1)CN(S(=O)(=O)c1ccccc1F)CCO2)c1ccccc1 | 0% | ?
C=CCNc1oc(COc2ccc(C)cc2)nc1C#N | 3% | 0%
Cn1cccc1C(=O)NCCc1c[nH]c2ccccc12 | 2% | 4%
Cc1ccc(C(=O)Nc2cccnc2Oc2ccccc2)cc1F | 6% | 8%
COc1ccccc1C(=O)Nc1ccc2nc(SCC(=O)N3CCCC3)sc2c1 | 3%[57.5 µM] | 2%
CC(=O)N1CCCc2cc(S(=O)(=O)N3CCCC(C(=O)Nc4ccc(F)cc4F)C3)ccc21 (configuration not stated) | 10% | 5%

Going on with the list.
compound | UDG counter | AID inh
NC(N)=NCCN1CCN(Cc2ccccc2)CC1 | 2% | 3%
O=C(CN(CC1CCOC1)C1CC1)NCc1cccs1 (configuration not stated) | 1% | 6%
CCCCCCc1ccc(OC(=O)c2cncc(Br)c2)cc1 | 2% | -3%
CCOc1cc(C=O)ccc1OCc1ccc(C(=O)O)cc1 | -10% | -7%
Cc1noc(C)c1S(=O)(=O)Nc1ccc(C(=O)Nc2ccc(C(C)C)cc2)cc1 | -20% | -6%

Looked up by compound from the entries so far (2):
compound | UDG counter | AID inh
CCCCCCc1ccc(OC(=O)c2cncc(Br)c2)cc1 | 2% | -3%
NC(N)=NCCN1CCN(Cc2ccccc2)CC1 | 2% | 3%
